14-3-3 Bad inh: disrupts binding of bovine 14-3-3 zeta to phospho-Bad peptide | inhibition, % at 21.7 µM | 220,000 tested, 0.71% active | AID 781 | TR-FRET 14-3-3zeta/Dy647-pBad peptide displacement, 1 h;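 active = inhibition above about 70%, limit read from the data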;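 also: 0% = full 14-3-3 plus peptide FRET controls and 100% = background without 14-3-3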
Tb hexokinase: blocks Trypanosoma brucei hexokinase 1 activity; recombinant TbHK1, G6PDH-coupled NADH A340; inhibition, % at 10 µM; 220,000 tested, 0.11% active;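 active = inhibition of 50% or more in the single-dose primary screen; inactive = inhibition below 50%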
zVAD death inh: L929 zVAD cell death inhibition. L929 zVAD necroptosis rescue, ATP luminescence, 24 h; with zVAD 60 µM. viability rescue, % at 10 µM. 220,000 tested, 0.38% active;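 active = activation, scaled between plate controls, above about 75%, limit read from the data; inactive = activation under that limit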;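 also: 0% = zVAD with DMSO and 100% = DMSO alone without zVAD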
PGE2 EP2 inh: EP2 receptor (human) inhibition; P43116; C6 glioma cells expressing human EP2, cAMP TR-FRET; cells stimulated with saturating PGE2; inhibition, % at 25 µM; 260,000 tested, 0.52% active;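 active = percent inhibition above 40 after rounding to a whole number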;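 also: rat C6 glioma host cells with rolipram phosphodiesterase inhibitor present; the protocol text gives 20 µM as final concentration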
Rad51 HR inh: blocks human Rad51 in homologous recombination; 200,000 tested, 0.085% active; inhibition, % at 10 µM; AID 1385; hRad51 DNA strand exchange, fluorescence dequenching; Q06609;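 active = inhibition above 40% at the single screening dose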;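 also: 0% = DMSO control wells and 100% = blanks with heterologous ssDNA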
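Material: human Rad51–ssDNA filaments; Probe or stimulus: labelled 47-mer dsDNA for strand exchange; Doses: single 10 µM dose; Incubation: 37 °C 15-min filament assembly, 30-min compound preincubation, 15-min exchange; Technique: FRET fluorescence dequenching, excitation 485 nm, emission 520 nm; Measure: Fluorescence-based percent inhibition, control- and blank-normalised; Benchmarks: plate control and blank wells.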
Calpain2 inh: blocks pig calpain II enzyme activity | 220,000 tested, 0.37% active | AID 1236 | inhibition, % at 16 µM | purified calpain II, fluorogenic peptide substrate, 30 min;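 active = inhibition above about 50%, limit read from the data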
eIF4E-4G inh: eIF4E/eIF4G interaction inhibition in translation initiation | P63073+Q04637 | inhibition, % at 21.7 µM | TR-FRET eIF4E-eIF4GI(517-606) binding, 2 h | AID 782 | 220,000 tested, 0.37% active;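 active = inhibition above about 30%, limit read from the data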;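 also: 0% = full FRET control wells and 100% = background wells lacking eIF4GI fragment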
Target sequence (P63073 whole entry, looked up, the tested form may be a part): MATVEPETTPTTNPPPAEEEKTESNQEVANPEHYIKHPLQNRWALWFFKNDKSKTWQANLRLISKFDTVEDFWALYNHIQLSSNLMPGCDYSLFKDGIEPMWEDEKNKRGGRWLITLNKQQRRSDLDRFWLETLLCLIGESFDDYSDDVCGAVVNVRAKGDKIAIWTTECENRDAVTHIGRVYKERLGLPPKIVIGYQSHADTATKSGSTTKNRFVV
Target sequence (Q04637 whole entry, looked up, the tested form may be a part): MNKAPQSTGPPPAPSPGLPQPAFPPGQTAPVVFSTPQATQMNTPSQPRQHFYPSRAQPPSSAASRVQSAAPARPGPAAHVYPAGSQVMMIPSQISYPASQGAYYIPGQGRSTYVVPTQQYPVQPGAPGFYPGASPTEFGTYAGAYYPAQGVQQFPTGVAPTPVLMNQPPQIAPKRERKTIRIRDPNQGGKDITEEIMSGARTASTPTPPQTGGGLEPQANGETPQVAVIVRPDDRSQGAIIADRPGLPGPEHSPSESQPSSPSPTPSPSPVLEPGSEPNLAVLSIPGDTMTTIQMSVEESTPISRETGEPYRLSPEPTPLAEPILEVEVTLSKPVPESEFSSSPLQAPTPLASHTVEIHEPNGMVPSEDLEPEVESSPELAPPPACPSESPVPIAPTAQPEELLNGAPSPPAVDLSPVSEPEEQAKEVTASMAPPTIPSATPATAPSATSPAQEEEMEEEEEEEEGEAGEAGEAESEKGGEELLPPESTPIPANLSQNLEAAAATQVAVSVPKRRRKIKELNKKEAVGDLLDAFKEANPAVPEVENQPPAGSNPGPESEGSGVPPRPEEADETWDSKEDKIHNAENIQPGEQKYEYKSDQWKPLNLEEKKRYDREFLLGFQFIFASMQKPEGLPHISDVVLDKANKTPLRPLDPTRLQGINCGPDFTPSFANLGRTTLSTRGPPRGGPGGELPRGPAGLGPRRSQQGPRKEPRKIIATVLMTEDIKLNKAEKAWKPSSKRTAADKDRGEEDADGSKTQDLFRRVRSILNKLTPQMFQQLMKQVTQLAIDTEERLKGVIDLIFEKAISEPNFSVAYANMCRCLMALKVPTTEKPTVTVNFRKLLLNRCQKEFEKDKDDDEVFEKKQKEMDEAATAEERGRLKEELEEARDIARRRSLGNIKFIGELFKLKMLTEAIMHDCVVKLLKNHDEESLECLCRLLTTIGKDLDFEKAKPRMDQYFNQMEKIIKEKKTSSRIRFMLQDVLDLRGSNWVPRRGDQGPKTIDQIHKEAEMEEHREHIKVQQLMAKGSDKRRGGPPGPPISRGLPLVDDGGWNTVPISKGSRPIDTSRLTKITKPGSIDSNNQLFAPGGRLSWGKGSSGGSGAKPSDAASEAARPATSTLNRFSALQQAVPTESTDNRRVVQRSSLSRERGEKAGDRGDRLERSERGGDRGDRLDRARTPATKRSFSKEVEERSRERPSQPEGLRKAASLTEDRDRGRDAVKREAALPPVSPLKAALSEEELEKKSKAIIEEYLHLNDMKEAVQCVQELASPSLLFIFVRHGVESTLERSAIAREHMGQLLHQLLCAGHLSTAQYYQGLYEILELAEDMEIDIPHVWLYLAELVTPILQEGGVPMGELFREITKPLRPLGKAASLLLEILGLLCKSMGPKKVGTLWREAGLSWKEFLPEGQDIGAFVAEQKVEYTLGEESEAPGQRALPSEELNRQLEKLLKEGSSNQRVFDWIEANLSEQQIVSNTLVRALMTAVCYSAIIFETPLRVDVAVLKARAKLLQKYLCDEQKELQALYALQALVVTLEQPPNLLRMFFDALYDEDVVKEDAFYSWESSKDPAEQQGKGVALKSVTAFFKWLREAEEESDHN
EP2 modulator: modulates human prostaglandin E2 receptor EP2 signaling; EP2-expressing cells, cAMP HTRF FRET, PGE2 co-stimulation; induction, % at 25 µM; 260,000 tested, 0.83% active;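 active = compounds whose cAMP rise, as percent of the full-agonist control response, exceeds 60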;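 also: rat C6 glioma line stably carrying human EP2 under a CMV promoter; the protocol text gives 20 µM as final concentration; 100% = response of wells given 1 µM PGE2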
Hck-Nef inh: inhibitors of human Hck kinase activated by Nef; P08631; Recombinant Hck-YEEI plus Nef, Z-Lyte FRET kinase assay; inhibition, % at 20 µM; 220,000 tested, 0.68% active; AID 463187;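 active = Hck-Nef kinase inhibition above about 50%, limit read from the data; inactive = inhibition below that limit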;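 also: 0% = DMSO with Hck plus Nef and 100% = Hck alone without Nef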
The depositor's hits bear a star; x = no result given; & = joins results of further samples; [ ] = dose if it differs, or a comment.

SMILES | 14-3-3 Bad inh | Tb hexokinase | zVAD death inh | PGE2 EP2 inh | Rad51 HR inh | Calpain2 inh | eIF4E-4G inh | EP2 modulator | Hck-Nef inh
Cc1cc(C(=O)OCC(=O)NC2CCS(=O)(=O)C2)c2ccccc2n1 (stereo not given) | -13 | -2 | 2.5 | 10 | 9 | -17 | -9 | 26 | -14
COc1ccc(C2=NC(=O)NC2c2ccc(OC)cc2)cc1 (stereo not given) | -14 | -10 | 1.6 | 11 | 0 | -73 | 2 | -9 | 11
CCOc1ccc(C(C)NC(=O)Cc2ccccc2F)cc1OCC (stereo not given) | 5 | -3 | 2.0 | 8 | -3 | 11 | 2 | 20 | 7
COc1cccc(Oc2ccc(OC)cc2C(=O)O)c1 | 4 | -8 | 0.3 | 12 | -7 | -16 | 1 | 18 | 0
CCOC(=O)c1sc(NC(=O)CNCc2ccccn2)c(C(=O)OCC)c1C | -20 | -8 | -0.5 | 12 | x | -25 | 1 | 13 | 14
COC(=O)c1cc2c(s1)-c1cc(F)ccc1OC2 | -2 | 3 | 1.2 | 16 | -9 | -236 | -3 | -5 | 1
CCN1C(=O)c2cccc3c(NC(=O)c4ccc(S(=O)(=O)N5CCOCC5)cc4)ccc1c23 | -8 | -21 | 0.9 | 14 | 5 | -36 | 5 | -20 | 1
CCC(C)c1ccc2oc(-c3ccc(NC(=O)c4ncn[nH]4)cc3)nc2c1 (stereo not given) | 3 | -2 | 1.2 | 1 | 2 | -74 | -1 | -17 | -9
Cc1cc(Cl)ccc1NC(=S)N1CCN(C(=O)C2CCCO2)CC1 (stereo not given) | -3 | 13 | 0.3 | 4 | 2 | 0 | 15 | 3 | 11
O=C(CN1CCCCCC1)Nc1ccc(F)c(F)c1 | 72* | 3 | x | 15&15 | -6 | 3 | 3 | -63&-35 | -9
C=CCNc1nc(N2CCOCC2)c(C#N)c2c1CN(C)CC2 | -1 | -9 | -0.2 | 9 | 3 | 22 | -11 | -5 | 2
COc1ccccc1CNC(=O)CCc1c(C)nc2cc(-c3ccccc3OC)nn2c1C | 9 | -16 | 0.1 | 10 | -18 | -59 | 10 | -47 | 2

Random excerpt: three entries already listed.
SMILES | 14-3-3 Bad inh | Tb hexokinase | zVAD death inh | PGE2 EP2 inh | Rad51 HR inh | Calpain2 inh | eIF4E-4G inh | EP2 modulator | Hck-Nef inh
COC(=O)c1cc2c(s1)-c1cc(F)ccc1OC2 | -2 | 3 | 1.2 | 16 | -9 | -236 | -3 | -5 | 1
COc1cccc(Oc2ccc(OC)cc2C(=O)O)c1 | 4 | -8 | 0.3 | 12 | -7 | -16 | 1 | 18 | 0
CCC(C)c1ccc2oc(-c3ccc(NC(=O)c4ncn[nH]4)cc3)nc2c1 (stereo not given) | 3 | -2 | 1.2 | 1 | 2 | -74 | -1 | -17 | -9

Going on with the list:
SMILES | 14-3-3 Bad inh | Tb hexokinase | zVAD death inh | PGE2 EP2 inh | Rad51 HR inh | Calpain2 inh | eIF4E-4G inh | EP2 modulator | Hck-Nef inh
CCOC(=O)c1c(C)[nH]c(C(=O)NNC(=O)c2ccc(C(C)(C)C)cc2)c1C | 4[fluorescence artefact?] | -5 | 0.6 | 6 | -5 | -32 | -1 | 5 | 2
COC(=O)c1ccccc1N=Nc1c(C)n[nH]c1C | 2 | -50 | 4.0 | 13 | -4 | 12 | 6 | 11 | -21
COc1ccc(N=Cc2ccc(CNS(=O)(=O)c3ccc(Cl)cc3)o2)cc1 | 2 | 0 | 0.2 | 10 | -4 | 24 | 7 | -5 | -1
CCN(C(=O)CSc1ccc2ccccc2c1)C1CCS(=O)(=O)C1 (stereo not given) | -2[fluorescence artefact?] | -5 | -0.4 | 10 | 28 | 22 | 0 | -9 | -1
CN(C)CCN(C)Cc1ccccc1Sc1cccc2ccccc12 | 26[fluorescence artefact?] | 10 | 1.0 | 11 | 1 | -11 | 8 | 0 | -3
Nc1c(-c2ccccc2)cnc2ncnn12 | -2 | -2 | 0.4 | 5 | 0 | 8 | 1 | -5 | -1
COc1ccc(Nc2oc(-c3ccc(F)cc3)nc2C#N)cc1 | -9 | -38 | 1.2 | 15 | 12 | 5 | 0 | -51 | 5
CCc1nnc(NS(=O)(=O)c2ccc(N/C=C\C(=O)c3ccc(F)cc3)cc2)s1 | -11 | -25 | 63 | 8 | -22 | -30 | 3 | -50 | 34
CC(/C=C/c1ccccc1)=N\NC(=O)c1cc(C)[nH]n1 | 5 | -17 | 48 | 3 | 20 | 35 | -3 | -21 | 13
COC(=O)COc1ccc(S(=O)(=O)N2CCCCC2)cc1[N+](=O)[O-] | 0 | 1 | 1.4 | 4 | 9 | -12 | 0 | 6 | -2
CCCCC1CCC(C(=O)OCC(=O)Nc2ccc(S(N)(=O)=O)cc2)CC1 (stereo not given) | -9[fluorescence artefact?] | 36 | 0.9 | 2 | 5 | 1 | -1 | -26 | 2
OCC1CCCN(C(=S)Nc2ccc(Oc3ccccc3)cc2)C1 (stereo not given) | -13 | -5 | 0.8 | 5 | 18 | -1 | 0 | -16 | -13
CC(NC(=O)CNC(=S)N(Cc1cccs1)C1CCCC1)c1ccccc1 (stereo not given) | -21 | 4 | 0.7 | 5 | 10 | 12 | 2 | 31 | -7
Cn1c(=O)[nH]c(=O)c2c1nc(N1CCOCC1)n2CCN1CCOCC1 | x | -4 | 0.1 | 13 | 0 | 13 | x | -6 | 2
CSc1nc(-c2cccs2)c(C#N)c(=O)[nH]1 | -4 | -15 | 0.7 | 14 | -10 | 9 | 3 | 59 | 8
CN(C(=O)COc1cc(=O)n(C)c2ccccc12)c1cccc(Cl)c1 | 4 | -6 | -0.8 | 12 | -3 | 8 | -6 | -11 | 0
O=C(COC(=O)c1ccc[nH]c1=O)NC1CCCC1 | -8 | -10 | 0.9 | 1 | -1 | 3 | 4 | 15 | 1
CCc1ccc(OCC(=O)NC(=S)Nc2ccc(F)cc2)c(Br)c1 | -4 | -13 | 0.0 | 9 | 2 | 12 | -3 | -17 | 0
c1ccc(-n2nnc3c(N4CCOCC4)ncnc32)cc1 | 7[fluorescence artefact?] | 2 | -0.3 | 6 | 5 | -31 | 8 | 19 | 0
Cc1nn(Cc2ccc(Br)cc2)c(C)c1NC(=O)c1nn(C)cc1Cl | 8 | -1 | -0.4 | 14 | 0 | 13 | -1 | -32 | 4
COC(=O)C1=C(C(C)=O)C(c2ccc(C)cc2)n2nnnc2N1 (stereo not given) | 29 | -18 | -0.5 | 3 | -2 | -16 | 1 | 19 | 1
O=C1CCCN1c1cc(Cl)cc(Cl)c1 | -1 | 0 | 0.1 | 3 | 2 | 27 | -1 | 2 | 33
C/C(CC(=O)Nc1ccc(Cl)cc1Cl)=N\NC(=O)c1cnccn1 | -7 | -7 | 0.5 | 5 | x | -27 | -2 | -12 | 30
COc1ccc(OC(C)C(=O)Nc2cccc([N+](=O)[O-])c2)cc1 (stereo not given) | -26 | -3 | 0.6 | 6 | 4 | 6 | 10[fluorescence artefact?] | -24 | 3
NS(=O)(=O)c1ccc(NC(=S)N2CCN(Cc3ccc(Cl)c(Cl)c3)CC2)cc1 | -5 | -9 | 1.7 | 7 | x | -13 | 4 | -27 | 8
COc1cc(OC)cc(-c2nnc(SCC(=O)NCc3cccs3)o2)c1 | -1 | -3 | -0.5 | 6&10 | -1 | 23 | -7 | -17&-17 | 2
CCN1CCN(c2ccc(S(=O)(=O)N3CCCCC3)cc2NC(=O)c2ccc(F)cc2)CC1 | -7 | 4 | -0.2 | 3 | 26 | -10 | 11 | 14 | 4
Cc1ccc2c(c1)N=C(c1ccccc1)CC(C(Cl)Cl)=N2 | -1 | -10 | 0.0 | 11 | -26 | 6 | 0 | 20 | 11
COC(=O)C1(C)NC(=O)c2ccccc2N1 (stereo not given) | 4 | -4 | 1.0 | 2 | 3 | -232 | -1[fluorescence artefact?] | 4 | 0
O=C(c1n[nH]c(=O)c2ccccc12)N1CCN(Cc2ccc3c(c2)OCO3)CC1 | 0 | 6 | -0.6 | 4 | -72 | -5 | -11 | -5 | 22
COCCNC(=O)C(c1cccs1)N(C(=O)Cn1nnc2ccccc21)c1ccccc1 (stereo not given) | -8[fluorescence artefact?] | -1 | -0.2 | 7 | -1 | -22 | -15[fluorescence artefact?] | 18 | 1
CCN(CC)c1ccc(/C=N/NC(=O)c2cccc(S(=O)(=O)Nc3ccccc3OC)c2)c(O)c1 | 16 | 8 | 61 | 8 | -22 | -214 | -3 | -50 | -10
CN(C)c1nc(N)nc(CSc2ncc(Cl)cc2Cl)n1 | 9[fluorescence artefact?] | -10 | 0.0 | 6 | 5 | 19 | 1 | 28 | 1
NC(=O)C1CCN(c2ncccc2[N+](=O)[O-])CC1 | -13 | 1 | 4.2 | 7 | -1 | -22 | -1 | 30 | 19
O=C(Cn1c(=S)[nH]c2ccccc2c1=O)N1CCc2ccccc2C1 | -7 | -4 | 0.8 | 9 | 8 | -7 | -2 | -59 | 16
O=C(NCc1ccc(Cl)cc1)c1ccc(N2CCCC2=O)cc1 | -3 | 1 | -0.9 | 5 | 1 | -2 | -5 | -46 | 11
COc1cc(C)c(Cl)cc1S(=O)(=O)NC1CC(C)(C)NC(C)(C)C1 | -6 | 28 | 0.0 | 7 | -1 | 1 | 0 | -26 | 14
Cn1c(=O)c2c(nc(CN3CCN(C(=O)c4ccco4)CC3)n2Cc2ccc(Cl)cc2)n(C)c1=O | 4 | -11 | 0.3 | 4 | -4 | -14 | 5 | 18 | 6
Cc1ccc(S(=O)(=O)Nc2ccc(NC(=O)/C=C/C(=O)O)cc2)cc1 | 4 | -7 | 1.6 | 18 | 9 | -20 | 3 | 14 | -6
Cc1nnc(N(C)C(=O)Cc2ccc3c(c2)OCO3)s1 | -5 | 0 | 0.2 | 4 | -2 | 10 | -1 | 20 | -1
CCC1(NC(C)=O)CC2CC1CC2NC(C)=O (stereo not given) | -13[fluorescence artefact?] | 0 | 0.1 | 15 | -1 | -17 | 10 | 32 | -2
COc1ccccc1CCNC(=O)CSc1nc(-c2ccco2)cc(C(F)(F)F)n1 | -6[fluorescence artefact?] | -4 | 1.0 | 6&9 | 4 | 7 | 3 | -40&-129 | 0
CC1(OC(=O)CCc2ccccc2)C(=O)C=C2C=C3CCCN3C=C2C1=O (stereo not given) | 6 | -33 | -0.6 | 18 | 5 | 27 | 9 | -5 | 18
CC(C)c1ccc(C2CC(=O)c3cnc(N4CCc5ccccc5C4)nc3C2)cc1 (stereo not given) | 3 | -3 | 0.1 | 0 | 3 | 6 | -4 | 32 | -1
c1ccc2nc(-c3nc4ccccc4o3)ccc2c1 | -3 | -34 | 2.9 | 6 | 2 | -103 | 4 | 16 | 3
Cc1cc2[nH]c3ccccc3c2c(C)n1 | -17 | 1 | 0.4 | 4 | -3 | -24 | 6[fluorescence artefact?] | -20 | 3
COc1ccccc1S(=O)Cc1ccc(C(=O)NC2CCCC2)o1 (stereo not given) | -1 | -6 | 1.1 | 24 | 7 | -15 | 1[fluorescence artefact?] | 2 | -1
Cc1ccc(C)c(NC(=O)CCC(=O)NNC(=O)c2cccc([N+](=O)[O-])c2)c1 | -4 | -1 | 0.3 | 8 | 2 | -22 | -10 | 6 | 1
O=C(CCC(=O)N(CC(=O)NC1CCCCC1)c1ccc2c(c1)OCCO2)Nc1ccccn1 | -10 | -8 | 0.7 | 8 | 9 | -2 | -5 | 1 | 25
CC/C(=N\Nc1ccccc1[N+](=O)[O-])c1ccc(O)cc1 | -6 | -3 | 2.1 | 9 | -2 | -23 | 2 | 15 | 22

Bioassay records as filed in PubChem.

Some of the compounds tested; the hit share may differ from the screen's.
